High-throughput results (PubChem BioAssay)
NR2F2 inh – NR2F2 (human) inhibition, primary screen. 370,000 compounds, 0.7% hits. inhibition, % at 8.6 µM. AID 686940. HEK293T NGFI-A luciferase reporter, luminescence;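 active = inhibition above a per-plate cutoff, mean inhibition of test wells between control levels plus 3 SD, cut at about 38% in these data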;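 note: cells cotransfected with COUP-TFII expression vector driving the NGFI-A reporter; 0% = median of COUP-TF2 test wells and 100% = reporter-only cells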
Target sequence (P24468 whole entry, looked up): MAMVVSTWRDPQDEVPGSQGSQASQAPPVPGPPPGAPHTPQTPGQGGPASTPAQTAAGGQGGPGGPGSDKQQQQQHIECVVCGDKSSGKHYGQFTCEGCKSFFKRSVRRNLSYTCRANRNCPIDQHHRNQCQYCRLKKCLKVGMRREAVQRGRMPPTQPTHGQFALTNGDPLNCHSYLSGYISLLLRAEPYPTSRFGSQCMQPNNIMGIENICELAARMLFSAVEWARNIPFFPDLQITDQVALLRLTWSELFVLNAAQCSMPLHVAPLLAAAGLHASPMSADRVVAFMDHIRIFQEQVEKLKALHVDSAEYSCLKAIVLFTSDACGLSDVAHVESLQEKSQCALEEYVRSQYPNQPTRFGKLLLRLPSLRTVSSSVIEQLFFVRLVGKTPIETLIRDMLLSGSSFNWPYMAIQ
NR5A2 inv ag – NR5A2 inverse agonism in reporter assay; O00482; HEK293T StAR-luciferase reporter, LRH-1 transfected, 24 h; inhibition, % at 3.6 µM; 360,000 compounds, 0.13% hits;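 active = inhibition above the mean inhibition of all tested compounds plus 3 SD, cut at about 73% in these data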;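 note: 0% = DMSO wells and 100% = reporter-only cells lacking LRH-1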
Target sequence (O00482 whole entry, looked up): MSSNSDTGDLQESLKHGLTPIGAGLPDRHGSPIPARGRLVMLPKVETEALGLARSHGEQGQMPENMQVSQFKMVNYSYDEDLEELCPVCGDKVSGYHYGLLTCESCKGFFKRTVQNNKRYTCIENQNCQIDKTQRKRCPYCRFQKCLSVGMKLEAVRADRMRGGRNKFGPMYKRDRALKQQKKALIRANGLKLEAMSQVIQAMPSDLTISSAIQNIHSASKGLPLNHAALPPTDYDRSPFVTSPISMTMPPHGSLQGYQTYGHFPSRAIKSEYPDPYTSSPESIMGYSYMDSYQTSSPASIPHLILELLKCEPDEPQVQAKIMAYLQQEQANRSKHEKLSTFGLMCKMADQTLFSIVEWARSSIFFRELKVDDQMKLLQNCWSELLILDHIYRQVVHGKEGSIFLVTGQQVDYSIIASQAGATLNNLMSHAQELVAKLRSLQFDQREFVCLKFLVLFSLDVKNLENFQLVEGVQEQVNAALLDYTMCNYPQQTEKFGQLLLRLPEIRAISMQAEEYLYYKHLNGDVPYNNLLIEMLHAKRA
SRC1 inh – inhibitors of human steroid receptor coactivator 1 (SRC1); Q15788; HEK293 GAL4-SRC1 luciferase reporter, luminescence; inhibition, % at 3.6 µM; 360,000 compounds, 0.12% hits; AID 588354;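 active = inhibition above the campaign mean plus 3 SD, with each screening campaign given its own cutoff, cut at about 60% in these data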;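 note: 0% = DMSO treated cells and 100% = gossypol at 36 µM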
CF NFkB block – inhibitors of cystic fibrosis induced NF-kB | inhibition, % at 5 µM | AID 588850 | 360,000 compounds, 0.86% hits | KKLEB NF-kB-GFP reporter, PAF-induced, GFP fluorescence overnight;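 active = at least 50% inhibition at 5 µM, scaled per plate between neutral and stimulator controls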;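 note: PAF is a Pseudomonas aeruginosa culture filtrate used as stimulus; plate controls were PAF-stimulated DMSO wells for no effect and unstimulated DMSO wells for full effect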
LMP1 NFkB inh – reduces LMP1-driven NF-kappaB luciferase signal; LMP1-induced NF-kappaB luciferase reporter cells, luminescence; inhibition, % at 12.5 µM; 350,000 compounds, 0.69% hits; in the data active = inhibition above about 41%;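 note: 0% = neutral control wells and 100% = reference inhibitor control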
SRC2 inh – human SRC2 (NCOA2) inhibition; 370,000 compounds, 0.17% hits; inhibition, % at 9 µM; Q15596; AID 651957; HEK293 GAL4-SRC2 luciferase reporter, luminescence;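 active = inhibition above the mean inhibition of all tested compounds plus 3 SD, set per campaign, cut at about 52% in these data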;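 note: 0% = DMSO treated cells and 100% = cells given Gossypol at 36 µM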
TROY NFkB inh – TROY signaling inhibition. Q293 LMP1-TROYcd NF-kB luciferase reporter, 4 h. inhibition, % at 10 µM. 360,000 compounds, 0.98% hits. AID 1347056;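 active = compounds whose plate-normalised and pattern-corrected inhibition of the luciferase reporter signal at the single screening dose is 50% or more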
TRAIL sens C8 – caspase-8 TRAIL sensitization. NB7+C8 cells + TRAIL, ATPlite viability luminescence. inhibition (viability loss, TRAIL sensitization), % at 10 µM. 360,000 compounds, 1% hits. AID 624354;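 active = compounds causing at least 50% loss of cell viability in the single-dose screen, relative to plate controls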
KKLEB tox – counter-screen for CF NF-kB inhibitors: cytotoxicity | KKLEB CF airway cells viability, ATPlite luminescence, overnight; stronger effect = lower value; cells stimulated with P. aeruginosa culture filtrate | activity change (cytotoxicity), % at 5 µM | 360,000 compounds, 0.36% hits | AID 602141;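 active = corrected activity change at or below -50% at 5 µM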
TWEAK-Fn14 inh – blocks TWEAK-Fn14 interaction in a reporter cell assay; TWEAK-stimulated Fn14 reporter cells, luciferase luminescence, 8 h; inhibition, % at 10 µM; 360,000 compounds, 2% hits; in the data active = inhibition above about 50%
NCOA3 inh – human NCOA3 inhibition. Q9Y6Q9. HEK293 GAL4-SRC3 luciferase reporter, luminescence. inhibition, % at 3.6 µM. 360,000 compounds, 0.17% hits;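 active = inhibition above a per-campaign cutoff, the mean of all compounds plus 3 SD, cut at about 60% in these data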;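 note: 0% = DMSO-treated cells and 100% = gossypol-treated cells at 36 µM; higher means less SRC3-driven luciferase light from the GAL4 reporter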
Active calls of the source: *; / = no result given; & = joins results of further samples.

SMILES | NR2F2 inh | NR5A2 inv ag | SRC1 inh | CF NFkB block | LMP1 NFkB inh | SRC2 inh | TROY NFkB inh | TRAIL sens C8 | KKLEB tox | TWEAK-Fn14 inh | NCOA3 inh
Cc1ccc2nc(-c3ccccn3)c(NC3CCCC3)n2c1 | -16 | -110 | -63 | 11 | 14 | -45 | 8 | 6 | -6 | -4 | -44
CC(Oc1ccccc1)C(=O)OCC(=O)NC(=O)NCc1ccco1 (stereo not drawn) | 5 | -1 | -12 | 8 | 5 | -16 | 5 | -8 | -7 | -3 | 0
O=C(NNc1ncnc2c1cnn2-c1ccccc1)c1ccco1 | -2 | -3 | -18 | -7 | -8 | -25 | 0 | 3 | 15 | 1 | -6
CSc1cccc(NC(=O)C2CCN(S(=O)(=O)c3cnc[nH]3)CC2)c1 | -3 | 15 | 13 | 12 | -3 | 0 | -16 | -12 | -5 | 26 | -5
COC(=O)c1c(NC(=O)CN2CCN(Cc3ccc4c(c3)OCO4)CC2)sc(C)c1C | 10 | 30 | 2 | -25 | 4 | 12 | 18 | 14 | 0 | 15 | 9
Cc1ccc(-n2nc3c(=O)n(CC(=O)NCCC4=CCCCC4)nc(C)c3c2C)cc1 | 2 | -9 | 2 | -11 | 8 | -51 | -11 | 3 | 10 | 11 | 20
CCn1nnc(NC(=O)C(c2ccccc2)c2ccccc2)n1 | -11 | 16 | 3 | -10 | -9 | -10 | 6 | -28 | -4 | -2 | -8
O=C(Nc1ncn[nH]1)c1cc(S(=O)(=O)Nc2ccc(Cl)cc2)ccc1Cl | -3 | 14 | 3 | 20 | -4 | 19 | -7 | -4 | 7 | 1 | 8
COc1ccc(C(C)=O)cc1CSc1nnc(-c2ccncc2)n1C | 3 | 8 | 1 | -3 | -6 | -1 | 0 | -5 | -4 | -10 | 11
CCCCN(CCCC)C(=O)C[n+]1cccc(/C=N/O)c1 | -4 | 7 | -3 | 3 | 1 | -3 | -7 | 0 | -11 | 9 | 11
CC(C)CC(=O)N[C@H](C(=O)N[C@H](C(=O)N[C@@H](CC(C)C)[C@@H](O)CC(=O)N[C@@H](C)C(=O)N[C@@H](CC(C)C)[C@@H](O)CC(=O)O)C(C)C)C(C)C | -11&-1 | 21&12 | 4&4 | 8&-9 | 0 | -37&-1 | 7&-2 | -3&2 | 24&18 | 9&11 | 21&4
CC(C)[C@H](NC(=O)N1c2ccccc2NC(=O)[C@@H]1C(C)C)C(=O)N[C@@H](Cc1c[nH]c2ccccc12)C(=O)O | 14 | -3 | -37 | -23 | -5 | 4 | -14 | 1 | 6 | 0 | -6

Compound profiles, from the list above. Order of values: NR2F2 inh	NR5A2 inv ag	SRC1 inh	CF NFkB block	LMP1 NFkB inh	SRC2 inh	TROY NFkB inh	TRAIL sens C8	KKLEB tox	TWEAK-Fn14 inh	NCOA3 inh
CC(Oc1ccccc1)C(=O)OCC(=O)NC(=O)NCc1ccco1 (stereo not drawn) in the list: 5	-1	-12	8	5	-16	5	-8	-7	-3	0
O=C(Nc1ncn[nH]1)c1cc(S(=O)(=O)Nc2ccc(Cl)cc2)ccc1Cl in the list: -3	14	3	20	-4	19	-7	-4	7	1	8

Following part:
SMILES | NR2F2 inh | NR5A2 inv ag | SRC1 inh | CF NFkB block | LMP1 NFkB inh | SRC2 inh | TROY NFkB inh | TRAIL sens C8 | KKLEB tox | TWEAK-Fn14 inh | NCOA3 inh
Cc1ccccc1S(=O)(=O)Nc1nc2ccccc2nc1N1CCOCC1 | 15 | -13 | -10 | -10 | -10 | -12 | 15 | 12 | 13 | -7 | -4
CCOC(=O)Cc1csc(NC(=O)c2cc(C)on2)n1 | 15 | -10 | -5 | 3 | -5 | -4 | -30 | -5 | -2 | 0 | 0
CN1Cc2c(N3CCOCC3)nc(SCCC#N)c(C#N)c2CC1(C)C | 11 | 3 | -2 | 3 | -1 | -29 | 8 | 5 | 2 | -15 | 3
COc1ccc(C(=O)NCc2ccccc2CN2CCCC2)cc1S(=O)(=O)Nc1ccc(C)cc1 | -18 | -18 | -26 | 3 | 7 | -13 | -11 | 9 | -17 | 10 | 1
Cc1ccc(OCC(=O)NCCCNC(=O)c2ccc(C)nc2)cc1 | -6 | -12 | 0 | 1 | 2 | -4 | -3 | -11 | 5 | 17 | -2
CCOC(=O)N1CCN(C(=O)C2CCCN(S(=O)(=O)c3ccc(OCC)cc3)C2)CC1 (stereo not drawn) | 7 | 1 | 19 | -26 | -4 | 20 | 8 | 5 | 16 | -2 | 19
Cc1ccc(NCN2C(=O)C(=O)c3ccccc32)nc1 | 23 | 17 | -9 | 2 | 1 | -15 | 35 | 14 | -6 | 4 | 9
CCc1cccc(NC(=O)C2CCN(c3ncnc4sc(C)c(C)c34)CC2)c1 | 4 | -16 | 2 | 26 | 3 | 16 | 28 | 9 | -5 | 6 | 15
CS(=O)(=O)Nc1ccc(C2=NN(C(=O)CCCC(=O)O)C(c3cccs3)C2)cc1 (stereo not drawn) | 15 | -5 | -13 | -2 | -2 | 2 | -8 | -6 | 9 | 14 | 4
CC/C(=C\C(=O)c1ccncc1)Nc1ccc(Br)cc1 | 0 | 16 | 2 | -8 | 0 | -7 | -3 | 1 | 3 | -7 | -8
CCCCCCN1C[C@@H](O)[C@H](n2cc(-c3ccc(F)cc3)nn2)C[C@@H]1c1ccc(OC)cc1 | 7 | 8 | 6 | -10 | -9 | 15 | -33 | 3 | 4 | -14 | -12
COC(=O)c1ccc(C(=O)N2CCCCCC2(C)C(=O)NC(C)C)cc1 (stereo not drawn) | -4 | -15 | -6 | 6 | / | -7 | 5 | -19 | -7 | 15 | 1
O=C(Nc1ccc(Cc2ccncc2)cc1)c1ccc(Cl)c([N+](=O)[O-])c1 | 10 | 27 | -21 | 1 | 6 | 1 | 32 | 16 | -11 | 4 | 7
COc1cc(C2c3cc4c(cc3OC(NNC(N)=S)C2C)OCO4)cc(OC)c1OC (stereo not drawn) | -68 | 44 | 5 | 44 | 7 | 1 | 25 | -4 | -22 | -8 | 10
CCOc1ccc(-c2nc(CSc3nncs3)cs2)cc1OC | -3 | 3 | -30 | 21 | 0 | -36 | -17 | -6 | -29 | -6 | -12
CN(C)C(=O)c1ccc(NC(=O)c2cccnc2)cc1 | 4 | 5 | 1 | 17 | -17 | 28 | 8 | 11 | -4 | 2 | -1
COC(=O)CSC(=S)N1CCCC(C)C1 (stereo not drawn) | 2 | -2 | 7 | -4 | -4 | -4 | -14 | 6 | -1 | -14 | 8
CN1C(=O)/C(=C2/C=Cc3ccccc3N2CCCS(=O)(=O)O)SC1=S | -22 | -7 | -11 | -8 | 11 | -4 | -16 | 0 | 0 | -9 | -12
CCOC(=O)C1CCCCN1C(=O)c1ccc2nc(Cc3ccc(OC)cc3)oc2c1 (stereo not drawn) | 8 | -13 | 5 | 1 | 10 | -15 | 22 | 5 | -4 | 2 | 7
Cc1cc(=O)cc(C)n1-c1ccccc1N1CCOCC1 | 3 | -11 | 0 | -29 | -10 | 4 | -11 | -2 | 12 | 0 | -1
O=c1[nH]c(NCc2ccco2)nnc1Cc1ccccc1Cl | 10 | 20 | -5 | -5 | 5 | -33 | -13 | 2 | -9 | 8 | 6
CCn1c(CNC(=O)c2cccs2)nnc1SCC(=O)Nc1ccc(Cl)cc1 | 2 | 12 | 2 | -4 | -21 | -17 | -7 | -1 | 11 | -4 | 9
COC(=O)c1ccc(NCc2cc(O)ccc2O)cc1O | -2 | 11 | -26 | 29 | -61 | 31 | -9 | 42 | -10 | 83* | -29
Nc1ncc2c(n1)CC(c1ccco1)CC2=O (stereo not drawn) | 12 | 22 | 11 | -14 | 5 | 19 | -10 | 13 | 0 | -2 | 24
Cn1c(=O)c2c(nc(N3CCCCC3)n2CC(O)COc2ccccc2)n(C)c1=O (stereo not drawn) | -14 | -6 | -4 | -2 | 9 | -2 | 10 | -5 | -1 | 22 | -4
COC(=O)C1=NN(C(=O)c2ccccc2)C(O)(c2ccc([N+](=O)[O-])cc2)C1 (stereo not drawn) | 7 | -4 | 4 | -5 | -13 | -6 | 8 | 3 | -13 | -11 | 1
CCOC(=O)c1ccc(/C=C2/C=C(c3ccccc3)N(c3ccc(Cl)c(C(=O)O)c3)C2=O)cc1 | -16 | -3 | 10 | -8 | 8 | -13 | -26 | 6 | 3 | 0 | 27
CS(=O)(=O)N(CC(=O)NCc1ccco1)c1cccc([N+](=O)[O-])c1 | -4 | 0 | -13 | 6 | -2 | -9 | -11 | -1 | 19 | 6 | 25
CC1CC(C)CN(CC(=O)N2CCc3[nH]c4ccccc4c3C2)C1 (stereo not drawn) | 13 | 11 | -3 | 0 | -2 | -1 | -22 | -21 | 8 | 17 | 0
CCC1(C(=O)OC)NC(c2ccco2)C2C(=O)N(c3ccc(F)cc3)C(=O)C21 (stereo not drawn) | -4 | 13 | 10 | -5 | -33 | -9 | 1 | 5 | 6 | 11 | -4
Cc1cc(Nc2cccc(Cl)n2)n(-c2ccccc2)n1 | 11 | -19 | -8 | 3 | -8 | 10 | 6 | 16 | 6 | 12 | 0
CCc1ccc(CNC(=O)C2CCCN(c3nn4c(=O)cc(C)nc4s3)C2)cc1 (stereo not drawn) | -11 | -6 | -16 | -30 | 3 | 16 | 5 | -3 | 22 | 2 | -10
Cc1c(C(=O)NC(=S)Nc2ccc(NC(=O)c3cccs3)cc2)cccc1[N+](=O)[O-] | 13 | -4 | 1 | -10 | 4 | 11 | 10 | 3 | 4 | -22 | 4
CCOc1ccccc1OCC(=O)Nc1ccc(S(=O)(=O)Nc2nc(C)cc(C)n2)cc1 | -11 | -4 | 18 | -9 | 8 | -32 | -13 | 3 | 7 | 3 | 13
CC(=O)OCc1cc(-c2nc3ccccc3[nH]c2=O)nn1-c1ccc(Cl)cc1 | 14 | 18 | 1 | -2 | 6 | -8 | -9 | -2 | 8 | -36 | 9
N#C/C(=C/c1cn(-c2ccccc2)nc1-c1cccc(OCc2ccc(F)cc2)c1)C(=O)NCCCn1ccnc1 | 2 | 2 | -11 | 8 | 5 | -18 | -13 | 4 | -9 | 22 | 6
Cc1nnc(NCc2ccco2)s1 | 0 | 6 | -10 | -2 | 4 | 11 | 11 | 6 | -11 | -20 | -12
COc1cccc(N(C(=O)c2ccn[nH]2)C2(C(=O)Nc3c(C)cccc3C)CCCCC2)c1 | 7 | -7 | 15 | 0 | -6 | 19 | 15 | -7 | 20 | 17 | 4
O=C1OC(c2ccccc2)=N/C1=C\C=C\c1ccco1 | -13 | 7 | -4 | 12 | 5 | -7 | 14 | 1 | 20 | 17 | 16
Cc1c(Cl)cccc1Nc1nc(N)nc(CSCCO)n1 | -4 | -1 | -2 | -5 | 0 | -13 | -17 | -13 | 2 | -6 | 11
Cc1ccc(CCNC(=O)C2CC(c3cccc(F)c3)=NO2)cc1 (stereo not drawn) | 11 | -29 | -16 | -15 | 0 | -14 | 11 | -11 | 8 | -4 | -7
O=C(CN1CCOCC1)Nc1ccc(NC(=O)c2ccccc2F)cc1 | 10 | -2 | 0 | -9 | -5 | -50 | -9 | 1 | 4 | 2 | 0
COc1cc(OC)cc(-c2nnc(SCC(=O)Nc3ccc(C(=O)O)cc3)s2)c1 | 1 | 12 | -121 | 11 | -3 | 12 | 7 | -4 | -8 | -9 | 7
CN1CCN(c2ncc3c(n2)CC(c2ccccc2F)CC3=O)CC1 (stereo not drawn) | 15 | -7 | 5 | -10 | 1 | -46 | -6 | 9 | 0 | -22 | 4
